PRMT1 FP inh = inhibitors of human PRMT1; Q99873; recombinant PRMT1, activity-based probe fluorescence polarization; inhibition, % at 2.79 µM; 370,000 compounds, 1.3% hits; AID 652257;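 active = inhibition above about 21% made by adding two undisclosed values, limit read from the data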
PG9 binder = small molecules binding HIV-1 gp120 antibody PG9; 360,000 compounds, 0.43% hits; inhibition, % at 6.7 µM; TR-FRET gp120-PG9 antibody binding; in the data active = inhibition above about 8.5%
TDP2 absorb = TDP2 (human) inhibition, absorbance primary screen; recombinant TDP2, T5PNP hydrolysis, p-nitrophenol absorbance 415 nm; inhibition, % at 12.8 µM; 370,000 compounds, 0.34% hits;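 active = inhibition above the mean of all tested compounds plus 3 SD, set per campaign, cut at about 25% in these data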;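 note: 0% = DMSO with enzyme and 100% = buffer with substrate but no TDP2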
Target sequence (O95551 whole entry, looked up): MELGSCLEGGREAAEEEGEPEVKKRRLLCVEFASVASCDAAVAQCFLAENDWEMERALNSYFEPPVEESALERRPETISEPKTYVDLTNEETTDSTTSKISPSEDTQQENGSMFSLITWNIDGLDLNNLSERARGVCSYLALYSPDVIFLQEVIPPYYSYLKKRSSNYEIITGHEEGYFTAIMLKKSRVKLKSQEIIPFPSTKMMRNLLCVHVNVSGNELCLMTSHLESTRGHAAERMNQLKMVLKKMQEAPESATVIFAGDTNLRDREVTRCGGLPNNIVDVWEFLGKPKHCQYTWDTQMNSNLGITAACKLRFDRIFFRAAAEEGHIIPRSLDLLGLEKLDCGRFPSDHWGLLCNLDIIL
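System: recombinant human TDP2 / Amount: 120 nM TDP2 per well / Also added: 5 mM T5PNP chromogenic substrate / Doses: 12.8 µM single point, 1% DMSO / Incubation: 2 h at 37 °C / Detection: p-Nitrophenol epi absorbance / Evaluation: % inhibition relative to enzyme-containing and enzyme-free wells / Repeats: singlicate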
NR1D1 modulator = modulates human Rev-erb alpha binding to DNA. Rev-erbα–FITC-DNA binding, fluorescence polarization, 90 min. activity, % at 10 µM. 370,000 compounds, 0.79% hits. AID 1259318;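 active = activity above about 14%, limit read from the data; passing the limit was not always enough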;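 note: 0% = DMSO wells with 35 nM protein and 100% = DMSO wells with 750 nM protein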
Target sequence (P20393 whole entry, looked up): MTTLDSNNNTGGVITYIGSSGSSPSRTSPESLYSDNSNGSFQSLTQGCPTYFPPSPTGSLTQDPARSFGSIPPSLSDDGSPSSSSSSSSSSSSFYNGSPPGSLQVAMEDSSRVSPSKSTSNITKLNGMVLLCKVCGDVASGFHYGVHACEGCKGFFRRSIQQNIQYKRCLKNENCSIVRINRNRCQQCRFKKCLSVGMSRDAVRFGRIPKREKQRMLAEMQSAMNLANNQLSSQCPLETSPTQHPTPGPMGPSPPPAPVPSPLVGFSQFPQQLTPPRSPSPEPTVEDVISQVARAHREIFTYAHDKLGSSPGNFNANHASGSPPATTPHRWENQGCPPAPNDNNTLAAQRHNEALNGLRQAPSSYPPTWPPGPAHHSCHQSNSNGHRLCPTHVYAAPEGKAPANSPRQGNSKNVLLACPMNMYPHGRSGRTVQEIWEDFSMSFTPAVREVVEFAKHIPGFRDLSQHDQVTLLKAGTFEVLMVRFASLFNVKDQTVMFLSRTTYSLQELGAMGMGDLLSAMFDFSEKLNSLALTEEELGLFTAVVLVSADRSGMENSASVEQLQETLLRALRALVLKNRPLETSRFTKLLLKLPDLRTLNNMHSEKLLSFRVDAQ
TCR-CD3 inh = inhibitors of human TCR-CD3 interaction. TAMRA-labeled TCR probe fluorescence, biochemical. inhibition, % at 9.4 µM. 360,000 compounds, 0.37% hits. AID 651800; in the data active = inhibition above about 19%;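 note: recombinant mutant TCR 2C K166C tagged with TAMRA read by polarization; 0% = receptor in buffer alone and 100% = receptor with positive control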
rCAG binder = binds r(CAG) RNA repeats | 370,000 compounds, 1.3% hits | inhibition, % at 3 µM | r(CAG) RNA repeat, TO-PRO-1 dye displacement fluorescence;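 active = inhibition above the plate cutoff, the mean of all test compounds on that plate plus 3 SD, cut at about 35% in these data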;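 note: 0% = DMSO alone and 100% = 100 µM mitoxantrone as full dye displacement; higher means more dye released from RNA so lower well fluorescence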
LEDGF integ inh = blocks HIV-1 LEDGF/p75-dependent DNA integration; TR-FRET IN-LEDGF/p75 DNA integration, Eu/Cy5; 370,000 compounds, 0.64% hits; inhibition, % at 3.7 µM; AID 743269;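 active = inhibition above the screen-wide mean plus 3 SD, cut at about 13% in these data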;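 note: signal is the Cy5 over europium emission ratio at 671 and 618 nm; 0% = plate median of compound wells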
HTRA1 inh = HTRA1 (human) protease inhibition; inhibition, % at 5.96 µM; recombinant HTRA1, FP-rhodamine activity-based probe, fluorescence polarization; 340,000 compounds, 0.5% hits; in the data active = inhibition above about 36%;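 note: 0% = enzyme with DMSO and 100% = wells lacking enzyme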
mABHD4 FP = inhibits mouse alpha/beta hydrolase domain 4. purified mABHD4, FP-Rh probe fluorescence polarization. 370,000 compounds, 0.54% hits. inhibition, % at 8.92 µM. AID 720543. Q8VD66;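 active = inhibition exceeding the mean over every tested compound plus 3 SD, cut at about 30% in these data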;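 note: 0% = plate median of compound wells and 100% = S159A mutant with DMSO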
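Assay system: Wild-type mouse ABHD4 protein | Medium: HEPES pH 7.0 buffer, 150 mM NaCl, 0.01% Pluronic F-127 | Incubation: Enzyme–compound pre-incubation 45 min, then probe 60 min, both 25 °C | Technique: Fluorescence polarization with parallel and perpendicular emission, 525/598 nm | Evaluation: % inhibition of FP-Rh probe binding versus controls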
SIAE inh = human SIAE inhibition, primary screen. SIAE FP-Rh probe binding, fluorescence polarization. inhibition, % at 9.66 µM. 370,000 compounds, 0.69% hits. AID 1053197;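 active = inhibition above a cutoff: mean of compounds within the control limits plus 3 SD of those, cut at about 17% in these data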;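 note: 0% = plate median of compound wells and 100% = probe without SIAE protein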
The depositor's hits bear a star; . = not tested or not shown. An excerpt (hit frequency here may not be typical).

SMILES	PRMT1 FP inh	PG9 binder	TDP2 absorb	NR1D1 modulator	TCR-CD3 inh	rCAG binder	LEDGF integ inh	HTRA1 inh	mABHD4 FP	SIAE inh
COc1ccc(-n2c(=O)c3c4c(sc3n3cnnc23)CC(C)CC4)cc1 (stereo not given)	-2	-1.6	2	0	7	4	0	3	2	-7
CCOC(=O)c1cnc2ccc(OCC)cc2c1NCc1ccccc1	-7	-0.5	3	0	8	-2	2	-54	-4	-2
O=C(Nc1ccccc1C(=O)NC(Cc1ccccc1)C(=O)O)c1ccccc1 (stereo not given)	-1	-2.0	-11	2	-1	6	2	2	-5	0
Cc1ccnc(NC(=O)c2cccc(NC(=O)CC3SC(N4CCCCC4)=NC3=O)c2)c1 (stereo not given)	-2	-2.8	7	5	7	4	-3	-8	-10	2
O=C(c1[nH]c(C(F)(F)F)nc1-c1ccccc1)N1CCN(c2cccc(C(F)(F)F)n2)CC1	2	1.1	5	7	-3	21	2	.	-20	5
NC(=O)CC(NC(=O)Cc1cccc2ccccc12)c1ccc(NCc2ccc(F)c(F)c2)c([N+](=O)[O-])c1 (stereo not given)	1	-1.7	2	6	3	4	-6	-17	-3	-13
O=C(O)c1ccc(C=C(c2nc3ccccc3s2)c2nc3ccccc3s2)cc1	2	-0.8	0	7	2	12	-4	-4	-8	-18
CC1CC(=O)Nc2ccccc2N1C(=O)Nc1ccccc1 (stereo not given)	-5	-1.3	10	7	0	1	3	1	-3	-2
COc1cccc(NC(=O)Nc2nnc(Cc3ccccc3)s2)c1	-1	1.9	-10	-7	6	41*	0	-16	-8	-3
O=C(Nc1nnc(SCC(=O)N2CCCCC2)s1)c1ccc(F)cc1F	-3	-1.6	-9	4	-4	0	2	10	0	2
Cc1ccc(-c2ccc(=O)n(CC(=O)NCc3ccco3)n2)cc1	0	-0.9	7	0	1	3	-3	3	1	5
Nc1c(N(C(=O)Nc2ccc(Cl)c(Cl)c2)C2CCCC2)c(=O)[nH]c(=O)n1Cc1ccccc1	-2	2.3	0	-1	6	-1	14*	-4	1	-8
NC(=O)C1CCN(C(=O)/C=C/c2ccccc2[N+](=O)[O-])CC1	-4	0.5	13	1	2	-5	-1	0	0	1
CCOC(=O)CSc1cc(C)nc(NC(C)=O)n1	1	0.2	-8	4	-3	2	5	3	0	-5
CCN(CC(=O)Nc1ccccc1C(F)(F)F)C(=O)Cc1ccccc1	2	-1.2	11	2	1	-4	-5	5	6	-2
CC(=O)Oc1ccc2nc(-c3cccs3)oc(=O)c2c1	0	-4.0	7	-4	1	2	1	-2	4	1
O=C(COC(=O)C12CC3CC(CC(O)(C3)C1)C2)Nc1ccc(Cl)c(S(=O)(=O)N2CCOCC2)c1	1	-1.5	1	-4	3	-1	1	-9	1	-7
O=C(Nc1ccc(C(F)(F)F)cc1)c1ccc2nc[nH]c2c1	5	-0.8	0	-3	-3	-1	-2	-8	-2	-10
CC1=C(C(=O)N(C)C)CC(CC(=O)NCCCN(C)C)C(=O)N1CCC1=CCCCC1 (stereo not given)	4	2.1	6	-4	-1	-1	1	0	5	-1
Cc1ccc(S(=O)(=O)N2c3ccccc3CC2C)cc1 (stereo not given)	-2	0.3	-3	2	0	-8	4	.	-1	-1
CC(=O)Nc1ccccc1NC(=O)c1ccc(C)cc1C	3	-0.2	-4	0	-6	-3	-1	.	8	3
COC(=O)CCCC(=O)N1CCCC(C(=O)c2ccc(OC)cc2C)C1 (stereo not given)	-2	-0.7	4	6	2	-3	2	0	7	4
COc1ccc(-c2nn(-c3ccccc3)cc2/C=N/NC(=O)c2ccc(Br)o2)cc1	3	0.4	0	1	-7	1	0	-15	-12	-92
O=C(Cc1cccc2ccccc12)Nc1c(F)cccc1F	-1	-1.4	-12	4	3	4	2	-4	-10	2
O=C1Nc2cc(C(=O)NCCCN3CCOCC3)ccc2S/C1=C/c1ccccc1F	-2	-2.1	7	-4	3	0	2	1	3	-9
COc1cccc(SCC(=O)N2CCN(c3ccccc3)CC2)c1	1	2.8	6	-3	-12	-6	1	3	-3	-3
CCC(C)(C)C(=O)Nc1ncc(S(=O)(=O)c2ccc([N+](=O)[O-])cc2)s1	1	-2.5	2	0	4	4	-2	-11	-7	1
O=C(Cc1cccc(NC(=O)C2CCN(C(=O)CCc3ccccc3)CC2)c1)Nc1cccc(C(=O)N2CCOCC2)c1	6	1.6	-2	-3	-3	11	-3	0	5	3
COc1cc(C2CC(c3c(C)cc(C)[nH]c3=O)=NN2c2ccccc2F)cc(OC)c1OC (stereo not given)	-2	5.0	7	0	-1	-5	-3	0	-1	3
Cc1ccc(NC(=O)C2(N(CC(C)C)C(=O)Cn3nnnc3N)CCCCC2)cc1	-2	-1.6	6	-3	4	10	-2	-3	4	8

Taken from above.
CCC(C)(C)C(=O)Nc1ncc(S(=O)(=O)c2ccc([N+](=O)[O-])cc2)s1 in rCAG binder shows 4
COC(=O)CCCC(=O)N1CCCC(C(=O)c2ccc(OC)cc2C)C1 (stereo not given) in HTRA1 inh shows 0
O=C(Cc1cccc(NC(=O)C2CCN(C(=O)CCc3ccccc3)CC2)c1)Nc1cccc(C(=O)N2CCOCC2)c1 in rCAG binder shows 11
Cc1ccc(NC(=O)C2(N(CC(C)C)C(=O)Cn3nnnc3N)CCCCC2)cc1 in HTRA1 inh shows -3

(further entries)
SMILES	PRMT1 FP inh	PG9 binder	TDP2 absorb	NR1D1 modulator	TCR-CD3 inh	rCAG binder	LEDGF integ inh	HTRA1 inh	mABHD4 FP	SIAE inh
COCc1c(C(=O)N/N=C/c2c[nH]c3ccccc23)nnn1-c1nonc1N	-3	-1.6	2	11	-2	6	1	3	3	4
CCN(CC)S(=O)(=O)c1ccc(N2CCCC2)c(NC(=O)c2ccc(N3CCCC3=O)cc2)c1	0	1.3	6	-2	-6	0	-3	-4	6	2
COCCCn1c(=O)c2sccc2n2c(CCCC(=O)NCc3ccccc3OC)nnc12	0	-1.4	15	3	-3	-6	-3	1	7	6
N#Cc1cnc(SCCc2ccccc2)nc1N	-3	-1.6	-8	-1	1	1	1	-11	-2	6
COc1ccc(-c2c(-c3ccc(OCC(=O)NN)cc3O)n[nH]c2C(F)(F)F)cc1	-1	-2.8	-7	4	5	11	1	-53	-41	-27
O=C(CCN1C(=O)c2ccccc2C1=O)Nc1ccc(F)cc1	-5	0.2	4	-5	-4	-2	0	7	6	1
COc1ccc(C(CNCC(O)COc2c(C)ccc(C)c2C)N(C)C)cc1 (stereo not given)	0	-2.3	-5	-2	-3	-5	14*	11	17	11
Cn1c(=O)c2cc(S(=O)(=O)NCCC(=O)Nc3ccccc3F)ccc2n(C)c1=O	1	-2.9	12	2	-1	2	2	4	5	-7
CCOC(=O)c1c(S(=O)(=O)NCC2CCN(CCc3cccs3)CC2)c(C)n(C)c1C	-4	-1.4	7	-3	10	-1	3	12	-1	-2
COc1ccccc1C(=O)Nc1nnc(-c2ccc3c(c2)CCCC3)o1	-5	-0.9	-1	0	0	7	2	-1	-28	-11
CN(c1ccccc1)c1nc(N)c([N+](=O)[O-])c(Nc2ccc(F)cc2)n1	-2	-2.5	-4	10	2	6	-3	-6	3	-12
CN1C(=O)[C@@]2(O[C@H]3[C@H]4C=C[C@@H]([C@H]5C(=O)N(Cc6ccccc6)C(=O)[C@@H]45)N3C3=C2C(=O)CC3)c2ccccc21	-4	1.4	-13	3	-8	6	8	.	-8	0
O=C(NCC1CCCN1S(=O)(=O)c1ccccc1)C(=O)NC1CC1 (stereo not given)	2	1.2	-4	1	-10	1	0	-3	5	2
O=C(COC(=O)Cc1ccc(Cl)cc1)NCCc1ccccc1	0	-1.9	0	2	-8	-1	-1	1	3	2
O=C(O)CC/C(=C\c1cccc(NC(=O)c2ccccc2Cl)c1)c1nc2ccccc2s1	-2	-0.2	-5	0	12	61*	2	-77	-34	-25
Cn1nccc1NC(=O)COCC(=O)O	-1	1.6	5	-2	2	-2	2	-2	4	1
Cc1onc(-c2ccccc2)c1C(=O)NC(CC(=O)O)c1ccc(OC(C)C)cc1 (stereo not given)	-3	-1.2	-6	0	1	4	0	6	2	-3
COc1ccccc1NC(=O)CC1Nc2ccccc2NC1=O (stereo not given)	4	0.4	-14	-2	-10	19	8	8	-9	-14
C/C(=N/NC(=O)CNC(=O)COc1ccccc1)c1ccc(Cl)cc1	4	0.2	9	-1	-4	-2	0	-4	1	3
Cc1cc(C)nc(-n2nc(C)cc2Nc2ccccc2)n1	-2	1.3	6	-2	8	-2	6	0	2	1
CC1=CC(=O)C(C2CCCCC2)=C/C1=N\OS(=O)(=O)c1ccccc1	51*	.	13	-7	.	.	1	.	11	3
Cc1ccc2c(c1)C(=O)CC1(CCC(C(C)(C)C)CC1)O2 (stereo not given)	0	2.4	5	4	0	3	1	4	2	2
O=[N+]([O-])c1ccccc1S(=O)(=O)N1CCCc2ccccc21	4	-1.5	-6	-1	-8	-1	-4	-1	-2	-1
Cc1cc(=O)oc(C)c1C(=O)OCC(=O)c1ccc(Br)cc1	-1	-2.0	3	-3	14	2	3	3	-2	-3
C[C@H]1CN([C@@H](C)CO)S(=O)(=O)c2ccc(Br)cc2O[C@H]1CN(C)C(=O)c1cnccn1	-6	-0.8	-11	3	2	1	3	10	0	-1
COc1ccc(C2=NN(CC(=O)Nc3ccccc3C)C(=O)CC2)cc1	-6	0.1	12	0	-1	-1	6	8	-3	-4
CCCCCCCCC(=O)N1C(C)CCC1C (stereo not given)	7	1.2	-3	11	-2	-1	-4	-1	0	2
CC(C)C[C@H](NC(=O)c1nc[nH]c1C(=O)N[C@@H](CCCCNC(=O)OC(C)(C)C)C(=O)OC(C)(C)C)C(=O)OCc1ccccc1	0	-2.4	-14	0	-2	14	1	-13	-15	-26
COc1cccc(-n2c(C)nc3c(cnn3-c3ccc(C)cc3)c2=O)c1	2	-0.4	2	0	-9	3	3	5	-1	2
CN1C2Cc3c(n(C)c4ccccc34)C1CC=C2CO (stereo not given)	1	-1.3	-14	-2	1	-3	1	3	1	-1
COc1ccccc1C(=O)Nc1cc(-c2ccc(C)cc2)no1	5	-1.7	-5	-3	2	6	-3	-72	-19	-14
O=C(C1CCC1)N1CCc2cc(S(=O)(=O)Nc3ccc4c(c3)OCCO4)ccc21	2	1.3	2	2	-1	-2	0	-1	1	5
CC(=O)c1ccc(NC(=S)N2CCN(C(=S)Nc3ccc(C(C)=O)cc3)C(C)C2)cc1 (stereo not given)	-3	-0.8	-7	-5	8	7	-3	4	-5	-27
O=S1(=O)NC(=NCCOCCO)c2ccccc21	-1	0.1	9	4	2	2	-2	-3	2	0
CC(C)COC(=O)c1ccccc1OC(=O)c1ccncc1	3	-1.3	1	-4	-4	-5	5	0	8	-2

Pulled one by one from above, 2 records:
SMILES	PRMT1 FP inh	PG9 binder	TDP2 absorb	NR1D1 modulator	TCR-CD3 inh	rCAG binder	LEDGF integ inh	HTRA1 inh	mABHD4 FP	SIAE inh
CC(C)COC(=O)c1ccccc1OC(=O)c1ccncc1	3	-1.3	1	-4	-4	-5	5	0	8	-2
COc1ccccc1C(=O)Nc1cc(-c2ccc(C)cc2)no1	5	-1.7	-5	-3	2	6	-3	-72	-19	-14
